Tau ThT inhib = inhibitors of human tau fibril formation, thioflavin T binding; P10636; recombinant tau K18 P301L, heparin-induced fibrillization, ThT fluorescence; Potency, µM (top dose mostly 57.4 µM), inactives show at the highest dose activity, negative = inhibition, usual class: inhibitors; actives 2.1% (n = 270,000); AID 1460; further: nearly all actives have a fitted effect of over 55% in size
Target sequence (P10636 561-689 P618L limits assumed): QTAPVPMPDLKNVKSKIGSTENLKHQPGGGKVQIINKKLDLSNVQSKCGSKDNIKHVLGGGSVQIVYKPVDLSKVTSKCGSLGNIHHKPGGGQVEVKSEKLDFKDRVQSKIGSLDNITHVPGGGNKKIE
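ThT emission at 510 nm, taken 1 hr after adding 30 uM dye, quantifies aggregates formed when 20 uM heparin acts on human tau K18 P301L for 6 hr at 37 C.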
TexasRed fluor = alters Texas Red total fluorescence, flagging assay interference; actives 0.29% (n = 280,000); Potency, µM (highest dose often 106 µM), inactives show top-dose fluorescence change, negative = quenching; TRb/SRC2 Texas Red total fluorescence interference; active means well fitted curve in either direction with a large enough effect; inconclusive means small, poorly fitted or top-dose-only effect
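Human TRβ ligand-binding domain (0.6 uM) and Texas Red SRC2 peptide (20 nM) in Tris buffer with 1 uM T3 and 5% DMSO were incubated with pinned compound for 5 hr at ambient temperature. Total fluorescence was computed as S + 2P (555/632 nm).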
TRb-SRC2 inh = disrupts binding of human TR beta to SRC2; Potency, µM (highest dose often 106 µM), for the others: at the highest dose activity change, negative = inhibition, actives largely listed as inhibitors; actives 0.065% (n = 280,000); P10828; TRbeta-SRC2 peptide binding, fluorescence polarization; receptor liganded with 1 µM T3;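 further: plate controls were bound peptide for no effect and peptide without receptor for full effect; nearly all actives have a fitted effect of over 50% in size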
Target sequence (P10828 whole entry, looked up): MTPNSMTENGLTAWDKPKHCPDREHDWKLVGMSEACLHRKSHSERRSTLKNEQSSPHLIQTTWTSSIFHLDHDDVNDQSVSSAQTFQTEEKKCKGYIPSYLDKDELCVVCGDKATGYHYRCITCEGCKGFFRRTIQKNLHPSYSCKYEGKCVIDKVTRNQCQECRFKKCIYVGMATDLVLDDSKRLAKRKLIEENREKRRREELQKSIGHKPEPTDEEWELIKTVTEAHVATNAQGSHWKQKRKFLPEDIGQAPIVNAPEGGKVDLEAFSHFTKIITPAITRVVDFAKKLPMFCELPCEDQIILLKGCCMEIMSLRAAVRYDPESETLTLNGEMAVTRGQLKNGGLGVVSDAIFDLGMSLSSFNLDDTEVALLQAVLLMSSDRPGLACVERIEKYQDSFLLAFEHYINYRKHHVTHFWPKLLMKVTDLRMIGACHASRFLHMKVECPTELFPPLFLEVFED
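Human TRb ligand-binding domain (0.6 uM) is mixed with 20 nM Texas Red SRC2 peptide and 1 uM T3; after compound addition and 5 hr at ambient temperature, polarization is measured and normalized to unbound and bound controls.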
Tau fluor counter = counter-screen for tau fibril formation inhibitors; actives 0.93% (n = 280,000); Potency, µM (series often up to 57.7 µM), inactives show at the highest dose activity change, negative = decrease; tau K18 P301L Alexa594 fluorescence, heparin fibrillization; further: nearly all actives have a fitted effect of over 55% in size
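Human tau K18 P301L (15 uM unlabeled, 0.24 uM Alexa 594-labeled) in 100 mM sodium acetate pH 7 with 20 uM heparin, 6 hr at 37 C. ThT 30 uM added, 1 hr ambient; Alexa 594 FP and total fluorescence read at 555/632 nm.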
aGal spleen mod = inhibitors or activators of human alpha-galactosidase in spleen homogenate | actives 0.008% (n = 240,000) | P06280 | human spleen homogenate, 4MU-alpha-Gal fluorescence, 40 min | Potency, µM (titrated, usually from 80 µM), without a hit: at the highest dose activity change, negative = inhibition, most hits filed as inhibitors | AID 2107;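 further: 0% = enzyme with vehicle and -100% = no enzyme basal signal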
Target sequence (P06280 32-429 limits assumed): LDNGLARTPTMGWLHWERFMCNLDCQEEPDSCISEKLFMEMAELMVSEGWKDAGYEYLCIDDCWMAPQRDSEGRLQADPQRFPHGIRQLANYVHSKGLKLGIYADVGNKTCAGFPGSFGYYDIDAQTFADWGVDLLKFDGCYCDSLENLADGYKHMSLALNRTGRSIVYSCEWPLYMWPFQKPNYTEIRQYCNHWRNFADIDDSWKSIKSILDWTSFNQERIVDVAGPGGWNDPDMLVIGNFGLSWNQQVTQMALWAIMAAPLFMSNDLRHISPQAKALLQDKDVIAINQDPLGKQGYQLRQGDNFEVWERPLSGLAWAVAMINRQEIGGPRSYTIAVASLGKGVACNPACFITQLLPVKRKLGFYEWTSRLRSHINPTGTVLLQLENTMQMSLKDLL
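Inhibition or activation of alpha-galactosidase in human spleen homogenate is scored by 4-MU fluorescence after 40 min at 37C, pH 5.0, with 1 mM substrate. AC50s come from concentration-response fitted to the Hill equation.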
Tau FP inhib = blocks human tau fibril formation measured by polarization | P10636 | K18 P301L tau heparin fibrillization, Alexa594 FP, 6 h | Potency, µM (series often up to 57.7 µM), for inactives: at the top dose activity, negative = inhibition, hits mostly inhibitors | actives 0.39% (n = 280,000); further: nearly all actives have a fitted effect of over 55% in size
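Steps: dispense K18 P301L tau (15 uM plus 0.24 uM Alexa 594 tracer, final) in pH 7 sodium acetate; add compound; add heparin (20 uM final); incubate 6 hr, 37 C; add ThT (30 uM final); after 1 hr ambient, read FP.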
L3MBTL1 inh = blocks human L3MBTL1; Q9Y468; AlphaScreen L3MBTL1–H3K9me1 peptide binding; Potency, µM (doses to about 57.1 µM), for inactives: top-dose activity, negative = inhibition, hits mostly inhibitors; actives 0.66% (n = 230,000); AID 485360; further: nearly all actives have a fitted effect of over 60% in size
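Read-out is AlphaScreen signal from streptavidin donor and nickel chelate acceptor beads (10 ug/mL final each) bridging L3MBTL1 (50 nM) and biotinylated K9-monomethylated H3(1-15) peptide (75 nM), after 30 min compound exposure at room temperature.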
ALDH1A1 block = inhibitors of human aldehyde dehydrogenase 1A1 | P00352 | Purified ALDH1A1, NADH fluorescence, propionaldehyde substrate | Potency, µM (doses to about 75.3 µM), inactives show top-dose activity, negative = inhibition, most hits filed as inhibitors | actives 7.3% (n = 220,000) | AID 1030; active means well fitted inhibition curve with a large enough effect, not every such curve was filed as active; inconclusive means small, poorly fitted or top-dose-only effect, or another doubt; inactive means no such curve, though single readings can be large or run the other way;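 further: plate controls were no enzyme wells and a reference inhibitor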
* hit, by the source's call; ? = inconclusive; · = no result given; [ ] = another dose, or the depositor's remark. Unless noted, the call rests on the fitted dose curve; in most records, active means well fitted curve in the direction sought with a large enough effect; inconclusive means small, poorly fitted or top-dose-only effect, or another doubt; inactive means no such curve, though single readings can be large; an effect the other way counts as inactive or inconclusive. Unless noted, on the % scale 0 is the no-effect control and ±100 the full control effect; potency means the concentration at half of the fitted maximal effect.

| SMILES | Tau ThT inhib | TexasRed fluor | TRb-SRC2 inh | Tau fluor counter | aGal spleen mod | Tau FP inhib | L3MBTL1 inh | ALDH1A1 block |
| --- | --- | --- | --- | --- | --- | --- | --- | --- |
| Nn1c(SCC(=O)Nc2ccc3c(c2)OCO3)nnc1-c1ccccc1 | ? | 0% | -2% | -14% | -3% | 6% | · | -15% |
| Cc1cc(C)n(C(=O)C(C)N2C(=O)c3ccccc3C2=O)n1 (stereo not given) | -4% | -1% | 0% | -2% | 4% | -4% | 4% | -5% |
| CC(C)Sc1cc(N2CCCC2)nc(-c2ccccc2Cl)n1 | -13% | 0% | -5% | -14% | 6% | 6% | 27% | 5% |
| CCCNc1nc(N)nc(-c2cc(Cl)ccc2OC)n1 | -6% | -2% | 9% | -2% | 5% | -4% | -2% | 0% |
| COC(=O)c1c(C(=O)OC)c2n(c1C)Cc1ccccc1C2 | -11% | 0% | -3% | -5% | 1% | 0% | -6% | 1% |
| Nc1c(-c2n[nH]c(=S)n2-c2ccc(Cl)cc2Cl)cnn1-c1ccccc1 | · | -4% | -7% | 7% | 1% | 3% | · | · |
| CC(C)(C)c1ccc(C(=O)NCC(c2ccco2)S(=O)(=O)c2ccc(F)cc2)cc1 (stereo not given) | -13% | 0% | -1% | -18% | · | -13% | · | · |
| CC(C)CCNC(=O)CCn1nc(-c2ccccc2)ccc1=O | -5% | -1% | -10% | -6% | -2% | 0% | 7% | 0% |
| COc1cc2c(C(=O)OCCN(C)C)c(CSc3ccccc3)n(C)c2cc1Br | 0% | -2% | -4% | -12% | -3% | 9% | -9% | 2% |
| O=C(CCCSc1nc2ccccc2[nH]1)NCc1ccccc1Cl | -1% | -6% | -2% | -13% | -10% | -7% | 3% | 12% |
| CCOC(=O)C1CCN(C(=O)C2CCN(c3nnc(C)c4c(C)n(-c5ccccc5)nc34)CC2)CC1 | 15% | 0% | -2% | 12% | · | 2% | · | · |
| CN(C)C(=S)NC(C)(C)C | -3% | 0% | -8% | 1% | 6% | 2% | -1% | 3% |
| N/C(Cc1ccc([N+](=O)[O-])cc1)=N\OC(=O)c1ccc([N+](=O)[O-])cc1 | ? | 2% | 1% | ? | 7% | 1% | · | ? |
| O=C(CC12CC3CC(CC(C3)C1)C2)Nc1cccc2ncccc12 | -11% | -1% | 5% | -6% | 3% | 7% | · | -4% |
| COc1ccccc1N1CCN(c2cc(C)nc3nncn23)CC1 | -8% | -1% | -2% | -3% | · | -3% | · | · |
| O=P(c1ccccc1)(c1ccccc1)C(O)c1ccncc1 (stereo not given) | -3% | 1% | 6% | 4% | 2% | 4% | 1% | 14% |
| CC(C)Nc1nnc(SCC(=O)Nc2ccc3c(c2)C(=O)c2ccccc2C3=O)s1 | 10µM* | -9% | 3% | 13µM*[quencher] | 1% | 14% | ? | 7.9µM* |
| CCc1cccc(C)c1Nc1c(-c2ccccc2)nc2sccn12 | ? | 2% | -2% | ? | · | -4% | · | · |
| CC1CCCN(CC(=O)N2c3ccccc3Sc3ccccc32)C1 (stereo not given) | 0% | -4% | -4% | 0% | -2% | -3% | 9% | ? |
| O=C(CC(=O)N/N=C\c1c(Cl)cccc1Cl)NCc1ccccc1 | -9% | 1% | -2% | -10% | -2% | -6% | 0% | 9% |
| COc1ccc(COC(=O)N/N=C2/C[C@@H](O)[C@@H](O)[C@@H]3[C@@H]4C(=O)N(C[C@@H]5CCCO5)C(=O)[C@H]4CC[C@H]23)cc1 | -5%[11.5 µM] | -3%[11.2 µM] | -5%[11.2 µM] | -3%[11.6 µM] | 3%[17.5 µM] | ? | · | -3%[13.5 µM] |
| Nn1c(SCc2c(F)cccc2F)nnc1-c1ccccn1 | -8% | -2% | 3% | -10% | 3% | -6% | 20µM* | · |
| CNC(=O)/C(C#N)=C/c1cc(C)n(-c2ccc(N3CCOCC3)cc2)c1C | -5% | -1% | 0% | -5% | 4% | -1% | -10% | ? |
| Cn1cnnc1SCC(=O)NN(c1ccccc1)c1ccccc1 | 5% | 1% | 1% | 2% | 0% | 4% | 5% | 6% |
| CCOC(=O)c1ccccc1NC(=S)N1CCC(C)CC1 | -7% | 4% | -4% | -6% | -3% | 1% | 3% | -20% |
| COc1ccc(CCNC(=O)CSc2nnc(Cc3cccn3C)n2C)cc1OC | -9% | 1% | 5% | -5% | -1% | -3% | · | 4% |
| CCOC(=O)C1CCN(C(=O)c2c(-c3c(F)cccc3Cl)noc2C)CC1 | 5% | -4% | -12% | -4% | -8% | -6% | 24% | -2% |
| CSc1ncccc1C(=O)Nc1ccc(F)c(F)c1F | -3% | -4% | -4% | -7% | 3% | -12% | · | 12% |
| COc1ccc(-c2oc3cc(O)c(OC)c(O)c3c(=O)c2OC)cc1 | ? | -4% | 2% | -27% | 11% | -4% | · | · |
| CC1(C)Oc2ccc3ccc(=O)oc3c2/C(=C/Nc2ccccc2)C1=O | -18% | -2% | -3% | ? | -1% | -15% | · | 6% |

Profiles, looked up by structure.
Nn1c(SCc2c(F)cccc2F)nnc1-c1ccccn1 reads Tau ThT inhib = -8%; TexasRed fluor = -2%; TRb-SRC2 inh = 3%; Tau fluor counter = -10%; aGal spleen mod = 3%; Tau FP inhib = -6%; L3MBTL1 inh = 20µM*; ALDH1A1 block = ·
CCOC(=O)c1ccccc1NC(=S)N1CCC(C)CC1 reads Tau ThT inhib = -7%; TexasRed fluor = 4%; TRb-SRC2 inh = -4%; Tau fluor counter = -6%; aGal spleen mod = -3%; Tau FP inhib = 1%; L3MBTL1 inh = 3%; ALDH1A1 block = -20%

Rewritten field by field: entries from further up.
> COc1ccc(COC(=O)N/N=C2/C[C@@H](O)[C@@H](O)[C@@H]3[C@@H]4C(=O)N(C[C@@H]5CCCO5)C(=O)[C@H]4CC[C@H]23)cc1
  Tau ThT inhib: -5%[11.5 µM] | TexasRed fluor: -3%[11.2 µM] | TRb-SRC2 inh: -5%[11.2 µM] | Tau fluor counter: -3%[11.6 µM] | aGal spleen mod: 3%[17.5 µM] | Tau FP inhib: ? | L3MBTL1 inh: · | ALDH1A1 block: -3%[13.5 µM]

> Nn1c(SCc2c(F)cccc2F)nnc1-c1ccccn1
  Tau ThT inhib: -8% | TexasRed fluor: -2% | TRb-SRC2 inh: 3% | Tau fluor counter: -10% | aGal spleen mod: 3% | Tau FP inhib: -6% | L3MBTL1 inh: 20µM* | ALDH1A1 block: ·

> CNC(=O)/C(C#N)=C/c1cc(C)n(-c2ccc(N3CCOCC3)cc2)c1C
  Tau ThT inhib: -5% | TexasRed fluor: -1% | TRb-SRC2 inh: 0% | Tau fluor counter: -5% | aGal spleen mod: 4% | Tau FP inhib: -1% | L3MBTL1 inh: -10% | ALDH1A1 block: ?

> Cn1cnnc1SCC(=O)NN(c1ccccc1)c1ccccc1
  Tau ThT inhib: 5% | TexasRed fluor: 1% | TRb-SRC2 inh: 1% | Tau fluor counter: 2% | aGal spleen mod: 0% | Tau FP inhib: 4% | L3MBTL1 inh: 5% | ALDH1A1 block: 6%

More structures
| SMILES | Tau ThT inhib | TexasRed fluor | TRb-SRC2 inh | Tau fluor counter | aGal spleen mod | Tau FP inhib | L3MBTL1 inh | ALDH1A1 block |
| --- | --- | --- | --- | --- | --- | --- | --- | --- |
| CCOc1ccc(C2=C(C(C)=O)Sc3nnc(C)n3N2C(C)=O)cc1 | ? | -2% | 1% | -17% | · | ? | · | · |
| OCCNc1nc(Nc2ccccc2)nc(Nc2ccccc2)n1 | -2% | -2% | 8% | -19% | -1% | -12% | · | 10% |
| O=C1CC(c2ccc3c(c2)OCO3)Sc2nc3ccccc3n21 (stereo not given) | ? | 1% | -2% | -13% | 6% | -1% | -3% | -3% |
| O=C(O)C1CCCCC1C(=O)NCCc1cccc(Cl)c1 (stereo not given) | -3% | -5% | 8% | 0% | ? | -4% | 5% | -7% |
| COc1ccc(N(C)C(=O)c2nc(-c3cccc(F)c3)n3c2CCCCC3)c(OC)c1 | 2% | -2% | -6% | 1% | · | 10% | · | · |
| OC(COc1ccc(OCC(O)CN2CCCCCC2)cc1)CN1CCCCCC1 (stereo not given) | -14% | 2% | 3% | -2% | 4% | -5% | -4% | 8% |
| COc1ccc(C)cc1NC(=O)CN(C)S(=O)(=O)c1ccc2c(c1)c(=O)n(C)c(=O)n2C | -3% | -23% | 3% | -9% | · | 5% | 4% | · |
| CCOC(=O)c1ccc(S(=O)(=O)NC2CCCCCCC2)n1C | 3% | 2% | 5% | -2% | 6% | 6% | 4%[11.4 µM] | ? |
| Cc1cc(NC(=O)CSc2nnc(Cn3c(=O)sc4ccccc43)n2-c2ccccc2C)no1 | 1% | -3% | 2% | 0% | 0% | -6% | 27% | 7% |
| COc1ccc(CN2CC34C=CC(O3)C(C(=O)O)C4C2=O)cc1 (stereo not given) | -10% | 0% | 1% | -2% | -5% | -1% | · | 15% |
| CCCc1cc(=O)[nH]c(SCC(=O)N(CC(C)C)C2CCS(=O)(=O)C2)n1 (stereo not given) | -3% | -4% | -10% | 0% | 1% | -2% | · | -10% |
| CC(C)CNC(=O)CSc1nnc(-c2ccc(Cl)cc2)n1N | -2% | -5% | 5% | 6% | 2% | 1% | -4% | 11% |
| O=C(NCCc1ccc(Cl)cc1)c1ccc(Cn2c(=O)[nH]c3ccccc3c2=O)cc1 | 8% | -3% | 0% | -16% | · | ? | 2% | · |
| Cc1ccc(-n2c(CNc3ccc(F)cc3)nnc2SCC(=O)N2CCCC2)cc1 | 2% | -10% | -7% | 4% | 0% | 2% | 10% | ? |
| Cc1ccc2c(=O)cc(CSc3nnc(-c4ccccc4)n3C)[nH]c2c1C | 9% | -1% | -10% | 5% | · | -5% | · | · |
| COc1ccc2c(c1OC)C(Cc1ccccc1)N1CCc3cc4c(cc3C1=C2)OCO4 (stereo not given) | 16µM* | 0% | 4% | ? | 3% | -11% | · | ? |
| Fc1ccc(CCNC(=S)Nc2ccc(F)cc2)cc1 | 9% | 0% | 7% | 3% | -1% | -2% | 4% | -8% |
| Cn1nc(-c2ccc(N3CCN(CCO)CC3)c([N+](=O)[O-])c2)c2ccccc2c1=O | 0% | -2% | -7% | 12% | -10% | 1% | 10% | 4.5µM* |
| CCN(CC)S(=O)(=O)c1ccc(NC(=O)Cn2c(=O)sc3ccccc32)cc1 | -4% | -1% | 5% | ? | -6% | ? | -2% | -15% |
| C#CCn1cc[n+](CC(=O)N(C)C)c1 | -4% | -8% | 1% | -3% | 0% | 2% | · | 11% |

Rows were taken by chance (roughly 8.5% active in at least one column).
